N370S GC mod = inhibitors or activators of N370S glucocerebrosidase for Gaucher disease; 0.092% of 330,000 active; Potency, µM (doses to about 59.4 µM), for the others: at the highest dose activity change, negative = inhibition, actives largely listed as inhibitors; P04062; N370S GC spleen homogenate, 4MU-glucoside fluorescence;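 note: 0% = full enzyme activity and -100% = no enzyme basal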
FEN1 inh = blocks human flap endonuclease 1; Recombinant FEN1 flap cleavage, fluorescence, 15 min; Potency, µM (doses to about 114 µM), without a hit: at the top dose activity change, negative = inhibition, usual class: inhibitors; P39748; AID 588795; 0.35% of 390,000 active; note: nearly all actives have a fitted effect of over 65% in size
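Read-out was taken twice, immediately and after 15 min, following addition of 50 nM substrate to 10 nM FEN1 that had sat with test compound for 15 min at room temperature. Curves came from a four-parameter Hill model.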
GCN5L2 inh = GCN5L2 (KAT2A) acetyltransferase inhibition; AID 504327; GCN5L2 HAT assay, ThioGlo1 CoA-SH fluorescence; 0.21% of 390,000 active; Potency, µM (series often up to 58.9 µM), without a hit: top-dose activity change, negative = inhibition, usual class: inhibitors; Q92830
Target sequence (Q92830 whole entry, looked up): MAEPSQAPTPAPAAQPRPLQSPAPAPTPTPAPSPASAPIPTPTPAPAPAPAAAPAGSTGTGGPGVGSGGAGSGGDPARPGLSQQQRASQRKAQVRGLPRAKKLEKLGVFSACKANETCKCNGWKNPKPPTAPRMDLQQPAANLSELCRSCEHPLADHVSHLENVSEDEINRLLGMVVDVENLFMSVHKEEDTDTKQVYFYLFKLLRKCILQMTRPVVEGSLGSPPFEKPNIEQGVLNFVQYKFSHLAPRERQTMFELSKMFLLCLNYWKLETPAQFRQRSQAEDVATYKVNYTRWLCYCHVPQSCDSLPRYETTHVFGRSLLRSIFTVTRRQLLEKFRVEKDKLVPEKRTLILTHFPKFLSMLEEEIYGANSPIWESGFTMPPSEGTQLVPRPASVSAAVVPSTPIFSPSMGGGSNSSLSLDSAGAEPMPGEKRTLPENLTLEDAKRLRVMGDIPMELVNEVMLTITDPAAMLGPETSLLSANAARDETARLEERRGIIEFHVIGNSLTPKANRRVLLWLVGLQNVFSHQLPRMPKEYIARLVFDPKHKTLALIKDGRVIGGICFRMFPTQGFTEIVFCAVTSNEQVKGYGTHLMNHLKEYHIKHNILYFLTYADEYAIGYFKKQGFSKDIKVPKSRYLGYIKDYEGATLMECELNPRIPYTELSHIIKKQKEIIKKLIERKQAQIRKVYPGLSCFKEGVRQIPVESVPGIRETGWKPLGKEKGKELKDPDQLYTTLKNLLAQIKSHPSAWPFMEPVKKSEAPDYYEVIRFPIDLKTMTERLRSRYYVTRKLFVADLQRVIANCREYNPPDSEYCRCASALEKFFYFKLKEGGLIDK
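GCN5L2 (20nM final) in 50mM HEPES, 0.1mM EDTA pH 7.5, 0.01% Tween-20 was preincubated 15 min at room temperature with compound, then given ThioGlo1 (50uM), H3(1-25) peptide (75uM) and acetyl-CoA (70uM); CoA-thiol fluorescence (Ex340/Em540) was read at 0 and 20 min.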
Numbers without * were called inactive; ? = inconclusive; / = no result given; & = joins results of further samples. Calls come from the whole dose curve; as a rule, active = well fitted curve in the direction sought with a large enough effect; inconclusive = small, poorly fitted or top-dose-only effect, or another doubt; inactive = no such curve, though single readings can be large; an effect the other way counts as inactive or inconclusive. Unless noted, % is set by controls: 0 for no effect and ±100 for the full control effect; potency is the fitted concentration of half-maximal effect. An unsorted share of the library. Share with any hit: about 0.54%.

canonical_smiles,FEN1 inh,GCN5L2 inh,N370S GC mod
CCOc1ccccc1OCCCC(=O)Nc1nc2ccccc2[nH]1,-1%,-18%,3%
Cc1cccc(-n2c(Cc3cc(=O)[nH]c(=O)[nH]3)nnc2SCC(=O)N2CCc3ccccc32)c1,-1%,-10%,-5%
Cn1cnnc1SC1c2cccc3cccc(c23)C1NS(=O)(=O)c1ccccc1 (stereo not drawn),-1%,0%,15%
CNc1nc(-c2ccccn2)nnc1-c1ccccc1,-8%,-1%,/
COc1ccc(CNC(=O)Cn2cccc2C(=O)c2ccccc2C)cc1,22%&-7%,-1%&-1%,-15%
COc1ccccc1OCC(=O)N/N=C1/C=C(C)CC1,2%,-1%,21%
CCOC(=O)c1c(/N=C/C2C(=O)CC(C)(C)CC2=O)sc(C)c1C,6%,2%,-2%
CCc1ccc(Nc2n[n+](-c3ccccc3)c(-c3ccc(OC)c(Br)c3)s2)cc1,-2%,-22%,2%
CCCn1c(NC(=O)c2cccc(C)c2C)nc2ccccc21,-6%,-4%,24%
c1ccc(Nc2nc(-c3ccncc3)nc3ccccc23)cc1,-3%,27%,-9%
O=C(N/N=C/c1cccnc1)c1cccc(Cl)c1,20%,0%,-6%
Cc1cc2[nH]ncc2cc1NC(=S)NC(=O)c1ccccc1,0%,-1%,3%
COc1ccc(C2=NS(=O)(=O)N(C)C(C(=O)N3CCC(C(N)=O)CC3)=C2)cc1,17%,-20%,-17%
O=C1CC(N2CCN(c3ccccc3)CC2)C(=O)N1CCc1ccccc1 (stereo not drawn),-2%,0%,5%
COc1ccc(Nc2nnc(SCC(=O)NC3CC3)s2)cc1,-6%,-3%,/
O=C(NCc1cccs1)c1cc2ccccc2o1,8%,-3%,19%
CC(C)CNS(=O)(=O)c1cc(C(=O)OCC(=O)N(C)C2CCS(=O)(=O)C2)c(Cl)cc1Cl (stereo not drawn),-10%,-2%,-9%
CCCCOC(=O)Nc1nnc(-c2ccccc2OC)s1,2%,-4%,6%
COc1ccc(N2CCN(C(=O)c3ccc4[nH]c(C)c(C)c4c3)CC2)cc1,-12%,-1%,-2%
CC(=O)c1ccc(N2CCN(S(=O)(=O)c3cc(-c4noc(C)n4)ccc3C)CC2)cc1,12%,5%,/
COc1cccc(Cn2c(=O)c(-c3cccs3)nc3cncnc32)c1,/,13%,28%
Cc1nnc(SCc2nnc(-c3cccs3)o2)n1Cc1ccccc1,5%,-12%,32%
Cn1ncc2c(NNC(=O)C3CCCCC3)ncnc21,-5%,1%,7%
O=C(COC(=O)c1cccc([N+](=O)[O-])c1)NCc1ccc2c(c1)OCO2,5%,16%,-5%
Cc1ccc(S(=O)(=O)NC(CCC(N)=O)C(=O)NCc2ccc3c(c2)OCO3)c(C)c1 (stereo not drawn),1%,-8%,-2%
NC(=O)c1c(NC(=O)CSc2nnc(-c3ccccc3)n2CC2CCCO2)sc2c1CCC2 (stereo not drawn),-14%,?,13%
CCOC(=O)c1cccc(NC(=O)c2cc3cc4cc(OC)ccc4nc3s2)c1,?,-7%,/
NCCCC[C@H]1NC(=O)[C@H](CCC(=O)O)NC(=O)c2cc([N+](=O)[O-])cc(I)c2OCC[C@@H](C(N)=O)NC1=O,22µM*,-3%,6%
Cc1ccc2c(c1)N(CC(=O)NCC(C)c1ccccc1)C(=O)c1cccnc1O2 (stereo not drawn),-11%,-4%,0%
O=C(CCN1CCCO1)N1CCCC(N2CCN(c3cccc(C(F)(F)F)c3)CC2)C1 (stereo not drawn),-2%,0%,2%

Compound profiles, as listed above. Screens in order: FEN1 inh	GCN5L2 inh	N370S GC mod
CNc1nc(-c2ccccn2)nnc1-c1ccccc1 across the screens: -8%	-1%	/
COc1cccc(Cn2c(=O)c(-c3cccs3)nc3cncnc32)c1 across the screens: /	13%	28%
Cn1cnnc1SC1c2cccc3cccc(c23)C1NS(=O)(=O)c1ccccc1 (stereo not drawn) across the screens: -1%	0%	15%
CCOC(=O)c1c(/N=C/C2C(=O)CC(C)(C)CC2=O)sc(C)c1C across the screens: 6%	2%	-2%
Cc1ccc(S(=O)(=O)NC(CCC(N)=O)C(=O)NCc2ccc3c(c2)OCO3)c(C)c1 (stereo not drawn) across the screens: 1%	-8%	-2%

Additional records
canonical_smiles,FEN1 inh,GCN5L2 inh,N370S GC mod
C[C@H](NC(=O)c1cc2cc(Cl)ccc2n1C)C(=O)N[C@@H](Cc1ccccc1)C(=O)O,19%,0%,5%
Oc1c(CN2CCOCC2)cc(-c2ccccc2)cc1CN1CCOCC1,-3%,-5%,-7%
CCOC(=O)c1ccc(N=c2ssnc2Cl)cc1,?,13µM*,4%
COc1ccc2c(c1)oc(=O)c1ccccc12,-5%,2%,24%
CCn1c(=NC(=O)CSCC(=O)Nc2nccs2)sc2ccccc21,7%,-3%,8%
Cc1cc(=O)oc2cc(NC(=O)c3cccc(Br)c3)ccc12,3%,-12%,-4%
Cc1nn2cnnc2c(C)c1Cc1ccc(Cl)cc1,-4%,-7%,-4%
O=[N+]([O-])c1ccc(N2CCN(Cc3ccccc3)CC2)s1,12%,-14%,-4%
Cc1coc2c1c(C)cc1oc(=O)c(CC(=O)N[C@@H](C)C(=O)O)c(C)c12,8%,2%,12%
O=C(c1n[nH]c(=O)c2ccccc12)N1CCOCC1,1%,-1%,-1%
Cc1ccc(OCCC(=O)OCC(=O)Nc2ccc3[nH]c(=O)[nH]c3c2)cc1,6%,-6%,-2%
O=C(c1cscn1)N1CCCC(N2CCN(c3ccc(F)cc3)CC2)C1 (stereo not drawn),2%,-1%,-2%
O=C(NCC1CCCO1)c1c(O)nc2sccn2c1=O (stereo not drawn),4%,-7%,-1%
COc1ccc(CCNC(=O)C(=O)NCC(c2ccco2)S(=O)(=O)c2ccc(F)cc2)cc1 (stereo not drawn),-1%,6%,/
O=C(Nc1ccc(N2CCOCC2)c(S(=O)(=O)Nc2ccccc2Cl)c1)c1ccccc1,-21%,-7%,/
Cc1ccc(S(=O)(=O)N(C)c2ccc(C(=O)NCc3ccccc3F)cc2)cc1,7%,-8%,-1%
CNc1ccccc(-c2ccc3cc4c(cc3n2)OCO4)c1=O,-10%,-1%,-5%
O=C(CN1CCN(c2ccc(F)cc2)CC1)c1cccs1,-4%,-1%,-7%
CCc1nnnn1-c1ccc([N+](=O)[O-])cc1C,-3%,-5%,6%
CN1c2ccccc2Oc2nnc(N3CCN(Cc4ccccc4)CC3)cc21,?,1%,7%
Cc1ccc(-c2csc(/C=C3\SC(C)C(=O)N3CC(=O)Nc3ccccc3F)n2)cc1 (stereo not drawn),-17%,5%,-5%
COc1ccc(-c2nc(SCC(=O)NC(C)CCc3ccccc3)n[nH]2)cc1 (stereo not drawn),0%,1%,/
CC(=O)CSc1ncnc2c1oc1ccccc12,0%,-1%,8%
N#CCCn1c(=O)cnc2cnc(N3CCNCC3)nc21,/,?,-6%
COc1ccccc1C(=O)NCCNC(=O)c1ccc(C)nc1,0%,-4%,3%
Cc1cc(C(=O)N/N=C2\CC(=O)c3ccccc32)c(C)n1-c1ccccc1,4%,-8%,-5%
O=C(N[C@H]1/C=C\[C@@H](O)CCCC1)OCc1ccccc1,-2%,-2%,/
CC(C)(C)NC(=O)NC(=O)CN1C(=O)NC(c2ccccc2)(c2ccccc2)C1=O,-19%,-7%,4%
CC1(C)CC(=O)C2=C(C1)N(c1ccc(F)cc1)C(N)=C(C#N)C2c1cccs1 (stereo not drawn),-18%,3%,17%
COc1ccccc1CNc1nc(-c2ccccc2CN(C)C)nc2ccccc12,/,0%,-12%
CN(C)S(=O)(=O)c1ccc(S(=O)(=O)N(Cc2ccco2)Cc2ccccc2Cl)cc1,6%,0%,5%
Cc1cc(N2C(=O)C(O)=C(C(=O)c3cc4ccccc4o3)C2c2cccc(Br)c2)no1 (stereo not drawn),11%,?,5%
O=C(c1ccc([N+](=O)[O-])o1)N1CCOCC1,0%,-4%,-6%
O=C(CN(C(=O)CNC(=O)c1cccs1)c1ccccc1F)NC1CCCCC1,8%,-5%,?
CC(=O)CSc1nc(-c2ccccc2)c(-c2ccccc2)o1,0%,-18%,4%
CC(C)(c1ccccc1)c1ccc(OCC2CO2)cc1 (stereo not drawn),-14%,0%,0%
Cc1cc(OCC(=O)NC2CC(C)(C)NC(C)(C)C2)c(C)cc1Br,6%,-4%,-4%
Cc1ccc(-c2nn3c(C)nnc3s2)cc1NC(=O)COc1ccc(Cl)cc1,0%,-3%,19%
C[C@]12CS(=O)(=O)C[C@H]1SC(=S)N2c1ccccc1,0%,3%,-8%
COC(CSc1ncnc2c1oc1nc3c(cc12)COC(C)(C)C3)OC,-7%,-7%,-1%
CCN(c1ccccc1)S(=O)(=O)c1nnc(NC(=O)C2CCCCC2)s1,4%,-19%,/
O=C(Nc1ccc(OC(F)(F)F)cc1)C1CCN(S(=O)(=O)c2ccc3[nH]c(=O)ccc3c2)CC1,-9%,-3%,/
Cc1cnc(NC(=O)Cn2cnc3c2c(=O)n(C)c(=O)n3C)s1,16%,-19%,-6%
COc1ccc(/C=N/NC2=NS(=O)(=O)c3ccccc32)cc1OC,5%,-3%,-2%
CSc1nccc(-c2sc(SC)c(C#N)c2-c2ccccc2)n1,-19%,-6%,?
CC(C)C(C(=O)Nc1ccc2c(c1)OCCOCCOCCOCCO2)N1C(=O)c2ccccc2C1=O (stereo not drawn),-10%,1%,13%
COc1cc([N+](=O)[O-])ccc1NC(=O)COC(=O)CCS(=O)(=O)c1ccc(C)cc1,-8%,-16%,-12%
CCCc1cc(=O)oc2cc(OCC(=O)OC)cc(OCC(=O)OC)c12,/,-18%,5%
CCOc1ccc(CC(=O)NCCc2cnc[nH]2)cc1,-11%,-2%,-4%
C=CC[C@@H](CC(=O)NCCO)C(=O)N[C@@H](COC(=O)[C@@H](CC=C)Cc1ccc(F)cc1)Cc1ccccc1,-23%,-2%,/
O=C(NC12CC3CC(CC(C3)C1)C2)N1CC2Cc3cccc(=O)n3C(C2)C1 (stereo not drawn),-10%,-5%,15%
CCCCn1c(SCC(=O)c2ccc3c(c2)OCCO3)nnc1-c1ccoc1C,-4%,-12%,-2%
Cc1ccc(C)n1-c1nn(S(=O)(=O)c2cccc(C(F)(F)F)c2)c2cccc(F)c12,3%,-6%,16%
CN(Cc1ccon1)C(=O)CC1C(=O)NCCN1Cc1cccc(Oc2ccccc2)c1 (stereo not drawn),1%,-2%,-3%
COc1ccc(NC(=O)C2=C(C)Nc3nc(CCCO)nn3C2c2ccc(OC)c(OC)c2)cc1 (stereo not drawn),8%,-4%,-2%
C[C@H]1CN([C@@H](C)CO)C(=O)c2cccc(NC(=O)c3nc4ccccc4s3)c2O[C@H]1CN(C)C(=O)Nc1ccc(F)cc1,13%,-14%,/
O=C(NCc1ccccc1F)C1CCC(=O)N(Cc2ccc(Cl)cc2)C1 (stereo not drawn),19%,-5%,3%
O=C(N/N=C/c1cccn1-c1ccc(O)cc1)c1cccc2ccccc12,-2%,2%,3%
CC1CCN(C(=O)c2ccc3c(c2)N(Cc2ccccc2)C(=O)c2ccccc2S3(=O)=O)CC1,-6%,-9%,/
COc1cc(C2NC(=O)NC(C)=C2C(=O)OCC2CCCCC2)ccc1O (stereo not drawn),-4%,?,-9%

Some of these compounds in order of the N370S GC mod value, highest first:
smiles	N370S GC mod
O=C(NC12CC3CC(CC(C3)C1)C2)N1CC2Cc3cccc(=O)n3C(C2)C1 (stereo not drawn)	15%
CCOc1ccc(CC(=O)NCCc2cnc[nH]2)cc1	-4%
C[C@]12CS(=O)(=O)C[C@H]1SC(=S)N2c1ccccc1	-8%

The listing continues:
canonical_smiles,FEN1 inh,GCN5L2 inh,N370S GC mod
O=C(c1ccco1)N1CCC(c2nc3c(nnn3Cc3c(Cl)cccc3Cl)c(=O)[nH]2)CC1,4%,-4%,2%
CN(C)c1cc(-c2cccc(NS(C)(=O)=O)c2)ncn1,/,-14%,2%
O=C(Nc1ccc(Cl)cn1)C1CCCN1S(=O)(=O)c1cccc2ccccc12 (stereo not drawn),-18%,-1%,21%
Cc1cccc(C)c1NC(=O)NC1(C(=O)N2CCCC2)CCCCC1,-5%,-3%,-3%
CCCC(=O)Nc1ccc(C(=O)NCc2ccccn2)cc1,12%,-7%,3%
